# Screening data: PubChem, National Center for Advancing Translational Sciences (NCATS)
# FLuc modulator = inhibits or activates purified firefly luciferase, miR-21 counter-screen; purified FLuc, Km substrates, luminescence inhibition; Potency, µM (top dose mostly 57.5 µM), for the others: top-dose activity change, negative = inhibition, hits mostly inhibitors; 6.9% of 360,000 active; AID 588342;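 note: plate controls were vehicle for no effect and reference inhibitor for full effect; nearly all actives have a fitted effect of over 55% in size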
#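 Purified P. pyralis luciferase (10nM final) with 10uM D-luciferin and 10uM ATP (Km levels) in 50mM Tris acetate pH 7.5, 10mM Mg acetate, 0.01% Tween-20, 0.05% BSA; qHTS 6-point titration, ~60 µM downward; luminescence read.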
# MBNL1-CUG inh = MBNL1-poly(CUG) RNA binding inhibition; 0.036% of 280,000 active; TR-FRET MBNL1-His/biotin-(CUG)12 binding, 665/545 ratio; Q9NR56; Potency, µM (highest dose often 57.5 µM), without a hit: top-dose activity change, negative = inhibition, hits mostly inhibitors; active = well fitted inhibition curve with a large enough effect in the signal ratio, with a control signal flat, not every such curve was filed as active; inconclusive = small, poorly fitted or top-dose-only effect, or effect the other way, or a change in a side signal; inactive = no such curve, though single readings can be large or run the other way; the % refers to the signal ratio; note: % is set by controls: 0 for no effect and ±100 for the full control effect
#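 TR-FRET between His-tagged MBNL1 and biotin-(CUG)12 RNA, detected with Tb anti-His antibody (0.055 ng/ul) and streptavidin-XL665 (5 nM), 60 min at room temperature. Compounds titrated 92 nM to 58 uM; 665/545 nm ratio normalized to buffer and complex controls.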
# Rab9 prom act = Rab9 promoter activation; Huh7 Rab9 promoter-luciferase reporter, luminescence, 24 h; Potency, µM (highest dose often 9.22 µM), for the others: at the top dose activation, negative = inhibition, actives largely listed as activators; 2.8% of 320,000 active; note: % of control where 0% means no effect; nearly all actives have a fitted effect of over 60% in size
#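 Promoter activation is measured as luciferase luminescence in Huh7 cells stably transfected with a Rab9 promoter–luciferase construct, following 24 h compound exposure at 37 °C and 10 min reagent incubation at ambient temperature.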
# p53 reactivation = restores transcriptional activity of mutant p53. H1299 p53-A138V BP100-luciferase reporter, luminescence, 24 h. Potency, µM (highest dose often 92.2 µM), for inactives: at the top dose activity change, positive = activation, hits mostly activators. 0.063% of 320,000 active. AID 504706; note: % of control where 0% means no effect; nearly all actives have a fitted effect of over 45% in size
#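 p53-null H1299 cells stably carrying temperature-sensitive p53-A138V and a BP100-luciferase reporter were pinned with compounds (4-point, 1:5 series) and held 24 hrs at 37 deg C. Luminescence was read 10 min after detection reagent.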
# BRCA1 expr act = activators of BRCA1 expression | MCF7-BRCA1-FFLuc reporter, luminescence, 48 h; response scale: scaled: vehicle 0%, 10 µM genistein 100% | Potency, µM (doses to about 46.1 µM), for inactives: top-dose activation, usual class: activators | 1.1% of 380,000 active | AID 624202; note: nearly all actives have a fitted effect of over 80% in size; some results filed as inactive show a strong effect at the top dose
#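 48 h compound treatment of MCF7-BRCA1-FFLuc cells (phenol-red free MEM, 37 °C), then 15 min with luciferase substrate and luminescence imaging.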
# ELG1 genotox = inducers of genotoxicity in HEK293T ELG1-luciferase cells; Potency, µM (series often up to 46 µM), for inactives: at the highest dose activity change, positive = activation, usual class: activators; HEK293T ELG1-luciferase reporter, luminescence, 16 h; 1.3% of 330,000 active; note: % of control where 0% means no effect; nearly all actives have a fitted effect of over 60% in size
#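 Screening used a luciferase reporter fused to human ELG1 in HEK293T cells. Luminescence was read on a CCD plate imager after 16 hr exposure and 30 min ONE-Glo incubation.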
# MLL CXXC-DNA inh = inhibitors of human MLL CXXC domain-DNA interaction | Q03164 | MLL-CXXC / FITC-HOXA9 DNA fluorescence polarization | Potency, µM (titrated, usually from 115 µM), for the others: top-dose activity change, negative = inhibition, actives largely listed as inhibitors | 0.037% of 290,000 active | AID 2662; active = well fitted inhibition curve with a large enough effect in the polarisation, with a control signal flat, not every such curve was filed as active; inconclusive = small, poorly fitted or top-dose-only effect, or effect the other way, or a change in a side signal; inactive = no such curve, though single readings can be large or run the other way; the % refers to the polarisation
#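 Fluorescence polarization: 7 uM MLL-CXXC (stock) preincubated 5 min with compounds, then 50 nM fluorescein-HOX-A9 DNA (stock) added; 30 min ambient. Buffer 50 mM Tris-HCl pH 7.5, 50 mM NaCl, 1 mM DTT, 0.05% BSA.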
# Gal4-VP16 FLuc = counter-screen for ROR gamma inhibitors: Gal4-VP16 reporter. 3.5% of 310,000 active. Potency, µM (titrated, usually from 53.6 µM), without a hit: top-dose activity, negative = inhibition, most hits filed as inhibitors. Drosophila S2 Gal4-VP16 UAS-luciferase, luminescence, 20 h;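 note: Gal4-VP16 expression switched on by copper sulfate through the metallothionein promoter; % is set by controls: 0 for no effect and ±100 for the full control effect; nearly all actives have a fitted effect of over 50% in size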
# RORg inh = blocks mouse ROR gamma transcriptional activity; 5.4% of 310,000 active; AID 2551; Potency, µM (series often up to 53.6 µM), inactives show top-dose activity change, negative = inhibition, hits mostly inhibitors; Drosophila S2 Gal4-RORgamma UAS-luciferase reporter, 20 h; note: % is set by controls: 0 for no effect and ±100 for the full control effect; nearly all actives have a fitted effect of over 60% in size
# Target sequence (P51450 whole entry, looked up, the tested form may be a part): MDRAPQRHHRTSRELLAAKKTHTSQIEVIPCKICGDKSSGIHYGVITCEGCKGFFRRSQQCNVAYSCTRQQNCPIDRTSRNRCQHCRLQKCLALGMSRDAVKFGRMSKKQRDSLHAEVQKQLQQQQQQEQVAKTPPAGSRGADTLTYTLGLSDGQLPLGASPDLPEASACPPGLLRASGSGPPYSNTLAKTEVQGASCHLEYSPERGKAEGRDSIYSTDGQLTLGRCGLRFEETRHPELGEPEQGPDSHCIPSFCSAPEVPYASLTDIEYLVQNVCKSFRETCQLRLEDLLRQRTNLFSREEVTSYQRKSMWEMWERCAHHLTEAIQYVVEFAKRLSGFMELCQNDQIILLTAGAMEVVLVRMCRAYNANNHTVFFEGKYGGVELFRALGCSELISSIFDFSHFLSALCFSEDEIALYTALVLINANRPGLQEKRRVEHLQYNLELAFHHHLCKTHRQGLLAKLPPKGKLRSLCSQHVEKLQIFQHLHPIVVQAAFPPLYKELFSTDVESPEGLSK
#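 In this cell-based reporter format, copper sulfate (700 uM final) drives Gal4–ROR gamma fusion expression from a metallothionein promoter in Drosophila Schneider cells; compounds preincubated 1 hr, reporter read after 20 hr at ambient temperature.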
# NPC1 promoter act = activates the NPC1 promoter. Huh7 NPC1 promoter luciferase reporter, 24 h. Potency, µM (highest dose often 9.22 µM), for the others: at the highest dose activation, actives largely listed as activators. 2.4% of 320,000 active. AID 485313;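 note: % of control where 0% means no effect; nearly all actives have a fitted effect of over 60% in size; reporter is driven by a mutant NPC1 promoter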
#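 NPC1 promoter–luciferase Huh7 cells; 24 h compound; luminescence.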
# uPA generation = cell surface uPA generation inhibition | cell surface uPA generation assay, qHTS | Potency, µM (top dose mostly 38.3 µM), inactives show top-dose activity change, negative = inhibition, usual class: inhibitors | 0.31% of 330,000 active | AID 540303; active = well fitted inhibition curve with a large enough effect; inconclusive = small, poorly fitted or top-dose-only effect; inactive = no such curve, though single readings can be large or run the other way; tested in mouse RAW 264.7 cells; note: % is set by controls: 0 for no effect and ±100 for the full control effect; nearly all actives have a fitted effect of over 55% in size
# Starred values were filed as active, the others as inactive; ? = inconclusive; nt = not tested or not shown; [ ] = remark or other dose. Unless noted, calls come from the whole dose curve; as a rule, active = well fitted curve in the direction sought with a large enough effect; inconclusive = small, poorly fitted or top-dose-only effect, or another doubt; inactive = no such curve, though single readings can be large; an effect the other way counts as inactive or inconclusive. Potency is the fitted concentration of half-maximal effect. The list is partial (hit frequency here may not be typical).
No. | Compound | FLuc modulator | MBNL1-CUG inh | Rab9 prom act | p53 reactivation | BRCA1 expr act | ELG1 genotox
1 | COc1cccc(-c2[nH]nc3c2C(c2ccsc2)C(C#N)=C(N)O3)c1 (stereo not drawn) | -2% | 15% | 1% | -2% | -26% | 0%
2 | CN1CCc2c(sc(NC(=O)C3CCCCC3)c2C(N)=O)C1 | -2% | 2% | 11% | nt | 20% | 5%
3 | CCCC(=O)NC(=S)N1CCN(c2ccc([N+](=O)[O-])cc2)CC1 | -2% | nt | -14% | 5% | -8% | 1%
4 | O=C(NCc1ccco1)c1nn2c(C(F)(F)F)cc(-c3cccs3)nc2c1Cl | 0% | 7% | 1% | 3% | -2% | 12%
5 | CC1CCCCC12NC(=O)N(CC(=O)OCc1ccc(Br)cc1)C2=O (stereo not drawn) | 4% | nt | -7% | 1% | -19% | -1%
6 | Cc1cc(C)n2nc(SCCOc3ccccc3F)nc2n1 | -12% | -4% | ? | 3% | 0% | ?
7 | CCCNC(=O)c1ccc(N2CCC3(CC2)CC(c2ccccc2)=NO3)c(NC(=O)Cc2ccc(F)cc2)c1 | 2% | -7% | 0% | nt | 0% | -8%
8 | O=C(NNC(=O)c1cc(-c2ccccc2)n(-c2ccccc2)n1)c1cccc([N+](=O)[O-])c1 | 2% | 19% | -7% | 10% | -28% | -2%
9 | Cc1ccc2[nH]c(=O)c(CN(CCc3ccccc3)Cc3nnnn3CC3CCCO3)cc2c1 (stereo not drawn) | 6% | 19% | 1% | 13% | -20% | -6%
10 | CCOC(=O)c1sc(NC(=O)c2cccc(S(=O)(=O)N3c4ccccc4CC3C)c2)cc1C (stereo not drawn) | 4% | -10% | -22% | 8% | -51% | -1%
11 | CCOC(=O)C1CCN(C(=O)C2CCN(c3nnc(-n4cccc4)s3)CC2)CC1 | -8% | 2% | -1% | 1% | 16% | 1%[9.26 µM]
12 | CC(C)CNC(=O)NC(=O)COC(=O)c1ccccc1Sc1ccc(C(F)(F)F)cc1[N+](=O)[O-] | -1% | 1% | 2% | 4% | -45% | 2%
13 | Cc1cccc(NC(=O)CCCN2C(=O)C(c3ccccc3)Oc3cccnc32)c1C (stereo not drawn) | 1% | -3% | -1% | 6% | -14% | -7%
14 | CCC(C)(C(=O)NC1CCCC1)N(C(=O)Cc1cccs1)c1c(C)n(C)n(-c2ccccc2)c1=O (stereo not drawn) | -3% | -1% | -4% | -2% | -15% | 12%
15 | COc1ccc(N2CCN(C(=O)C3CCN(S(=O)(=O)N4CCOCC4)CC3)CC2)cc1 | 6% | -3% | -13% | 7% | -5% | -11%
16 | COc1ccc(S(=O)(=O)N2CCCC(C(=O)O)C2)cc1 (stereo not drawn) | 0% | -1% | -10% | 2% | -11% | 1%

No. | MLL CXXC-DNA inh | Gal4-VP16 FLuc | RORg inh | NPC1 promoter act | uPA generation
1 | -12% | -10% | -17% | -4% | -3%
2 | nt | 0% | -10% | -1% | -2%
3 | 8% | ? | 3.2µM* | 2% | 4%
4 | 22% | -13% | -12% | -4% | -3%
5 | nt | nt | nt | -2% | -9%
6 | -5% | -11% | ? | 20% | 4%
7 | 17% | -4% | 28% | -5% | -15%
8 | 2% | -11% | ? | 0% | 2%
9 | 2% | -3% | 65% | -2% | 1%
10 | 15% | -4% | ? | -9% | -9%
11 | 1% | 1% | -22% | 0% | -2%
12 | -5% | ? | ? | -1% | 7%
13 | 0% | 2% | -3% | -5% | 7%
14 | 4% | -4%[10 µM] | -7% | -5% | 3%
15 | 7% | -12% | 31% | -6% | -1%
16 | -6% | 5% | 2% | -3% | -1%

# By substructure, the compounds so far containing a halogen (5)
No. | Compound | FLuc modulator | MBNL1-CUG inh | Rab9 prom act | p53 reactivation | BRCA1 expr act | ELG1 genotox
4 | O=C(NCc1ccco1)c1nn2c(C(F)(F)F)cc(-c3cccs3)nc2c1Cl | 0% | 7% | 1% | 3% | -2% | 12%
5 | CC1CCCCC12NC(=O)N(CC(=O)OCc1ccc(Br)cc1)C2=O (stereo not drawn) | 4% | nt | -7% | 1% | -19% | -1%
6 | Cc1cc(C)n2nc(SCCOc3ccccc3F)nc2n1 | -12% | -4% | ? | 3% | 0% | ?
7 | CCCNC(=O)c1ccc(N2CCC3(CC2)CC(c2ccccc2)=NO3)c(NC(=O)Cc2ccc(F)cc2)c1 | 2% | -7% | 0% | nt | 0% | -8%
12 | CC(C)CNC(=O)NC(=O)COC(=O)c1ccccc1Sc1ccc(C(F)(F)F)cc1[N+](=O)[O-] | -1% | 1% | 2% | 4% | -45% | 2%

No. | MLL CXXC-DNA inh | Gal4-VP16 FLuc | RORg inh | NPC1 promoter act | uPA generation
4 | 22% | -13% | -12% | -4% | -3%
5 | nt | nt | nt | -2% | -9%
6 | -5% | -11% | ? | 20% | 4%
7 | 17% | -4% | 28% | -5% | -15%
12 | -5% | ? | ? | -1% | 7%

# RORg inh, hit marks shown above.
no.	Structure	Rab9 prom act	p53 reactivation	BRCA1 expr act	MLL CXXC-DNA inh	RORg inh	NPC1 promoter act	uPA generation
3	CCCC(=O)NC(=S)N1CCN(c2ccc([N+](=O)[O-])cc2)CC1	-14%	5%	-8%	8%	3.2µM*	2%	4%
